Compound activity: PubChem, The Scripps Research Institute Molecular Screening Center
TAAR1 antagonist – antagonists of human TAAR1; Q96RJ0; CHO RD-HGA16 TAAR1, Fluo-8 calcium fluorescence, antagonist; inhibition, % at 3 µM; actives 1.5% (n = 360,000); AID 624466;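 active = inhibition above a per-plate cutoff, the mean inhibition of test compounds on that plate plus 3 SD, cut at about 49% in these data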;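 also: 0% = DMSO plus EC80 beta-PEA response and 100% = DMSO alone without agonist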
Target sequence (Q96RJ0 whole entry, looked up): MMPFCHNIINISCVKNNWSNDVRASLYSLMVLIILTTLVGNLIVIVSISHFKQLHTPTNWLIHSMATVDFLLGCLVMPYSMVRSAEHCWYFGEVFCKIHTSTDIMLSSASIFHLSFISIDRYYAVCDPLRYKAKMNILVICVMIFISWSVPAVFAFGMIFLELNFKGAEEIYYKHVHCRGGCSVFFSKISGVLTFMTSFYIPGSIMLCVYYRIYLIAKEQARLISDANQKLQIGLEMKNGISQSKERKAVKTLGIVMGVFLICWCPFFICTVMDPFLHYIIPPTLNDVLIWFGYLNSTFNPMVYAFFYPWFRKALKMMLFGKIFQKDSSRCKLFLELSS
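Test system – hTAAR1-expressing CHO RD-HGA16 cells, Gα16-coupled · Reagent – β-PEA at EC80 concentration, post-compound challenge · Compound dosing – 3 µM, single point · Timing – 140 s kinetic read after compound, 140 s after agonist · Detection – Fluo-8 intracellular calcium dye fluorescence, real-time kinetic reads · Control set – DMSO and EC80 PEA controls · Repeats – n of 1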
M1 ag – agonists of human M1 muscarinic receptor; P11229; CHO-K1 hM1, Fluo-8 calcium fluorescence, agonist mode; 0% DMSO, 100% acetylcholine EC100; activation, % at 3 µM; actives 0.33% (n = 360,000); AID 588814;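 active = activation above the run's mean compound activation plus 3 SD, cut at about 16% in these data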;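 also: peak over basal fluorescence ratio within a 140 s kinetic read after compound addition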
Target sequence (P11229 whole entry, looked up): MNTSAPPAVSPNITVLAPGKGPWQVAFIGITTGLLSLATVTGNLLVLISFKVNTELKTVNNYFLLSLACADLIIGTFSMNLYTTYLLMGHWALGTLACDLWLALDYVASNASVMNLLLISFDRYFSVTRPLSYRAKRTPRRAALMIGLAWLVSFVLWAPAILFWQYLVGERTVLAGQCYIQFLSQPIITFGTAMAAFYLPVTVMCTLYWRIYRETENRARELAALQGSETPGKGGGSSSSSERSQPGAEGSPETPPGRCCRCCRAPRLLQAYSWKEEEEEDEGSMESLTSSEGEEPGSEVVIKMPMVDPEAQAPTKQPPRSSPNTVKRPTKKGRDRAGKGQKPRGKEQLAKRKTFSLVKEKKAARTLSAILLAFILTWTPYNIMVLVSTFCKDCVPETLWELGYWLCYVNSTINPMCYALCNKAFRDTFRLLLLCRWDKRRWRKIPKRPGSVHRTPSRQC
OXTR potentiate – potentiates the human oxytocin receptor response; CHO-OTR cells, Fluo-8 calcium fluorescence, potentiator mode; 0% = oxytocin EC15, 100% = EC100; P30559; actives 0.061% (n = 320,000); activation, % at 3 µM; AID 2445;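 active = activation above that plate's cutoff, the mean activation of tested compounds plus 3 SD, cut at about 6.6% in these data, passing the limit was not always enough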;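 also: 100% uses oxytocin at 75 nM as the full agonist control; some results filed as inactive read as strong as hits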
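Replication – single well per compound, singlicate · Assay system – CHO cell line stably expressing human OTR · Timing – 6 min pre-incubation, 100 s read · Measure – normalized max/min fluorescence ratio, % activation · Doses – 3.0 µM, one dose · Detection – Fluo-8 calcium dye fluorescence · Probe or stimulus – oxytocin near EC15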
CHO-K1 Ca ag – nonselective activator or artifact in parental CHO-K1 cells. Fluo-8 calcium fluorescence; scaled to maximal ATP response, vehicle zero. activation, % at 3 µM. actives 0.48% (n = 360,000). AID 602248; in the data active = activation above about 15%;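 also: untransfected CHO-K1 host cells lacking M1 receptor as counterscreen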
CHO parental Ca – counter-screen: ATP calcium response change in parental CHO cells; parental CHO-K1, ATP-induced calcium, Fluo-8 fluorescence; inhibition, % at 5.6 µM; actives 0.63% (n = 330,000); AID 463079;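 active = inhibition above that plate's mean sample inhibition plus 3 SD, cut at about 26% in these data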;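 also: 0% = ATP-challenged DMSO wells and 100% = DMSO wells without ATP; some compounds past the cut are filed as inactive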
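Material: Parental CHO cells | Reagent: ATP | Compound dosing: Single nominal dose of 5.6 µM per compound | Detection: Intracellular calcium via Fluo-8 no-wash fluorescent dye | Read-out: % inhibition of ATP-induced calcium mobilization | Benchmarks: Low control ATP plus DMSO, high control DMSO only | Replicates: Singlicate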
TAAR1 agonist – agonists of human TAAR1; actives 0.99% (n = 360,000); CHO RD-HGA16 TAAR1, Fluo-8 calcium fluorescence; vehicle wells 0%, saturating PEA agonist 100%; activation, % at 3 µM; AID 624467; Q96RJ0;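 active = activation above the mean activation of all test compounds in the run plus 3 SD, cut at about 38% in these data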
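System: CHO RD-HGA16 cells carrying human TAAR1 plus Gα16; Incubation: 17-24 h seeding, 75 min 37 °C dye, 30 min RT; Measured by: Fluo-8 fluorescence, 5 s baseline then 140 s kinetic read; Control set: DMSO and PEA EC100; Replication: single well for each compound.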
CHO-K1 Ca antag – counter-screen for M1 antagonists: effect in parental CHO-K1 cells. actives 0.6% (n = 360,000). inhibition, % at 3 µM. ATP-induced calcium, Fluo-8 fluorescence. AID 602250;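 active = inhibition above a per-plate cutoff, the plate's mean sample inhibition plus 3 SD, cut at about 24% in these data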;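 also: 0% = DMSO plus EC80 ATP and 100% = DMSO alone without ATP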
M1 PAM parental – M1 PAM counterscreen hit in parental CHO-K1 cells. activation, % at 3 µM. actives 0.02% (n = 360,000). ATP EC20, Fluo-8 calcium fluorescence; 0% at ATP EC20, 100% at ATP max;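 active = activation above the run cutoff, the mean activation of all test compounds plus 3 SD, cut at about 40% in these data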;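 also: peak over basal fluorescence ratio in a 140 s read after ATP addition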
V1R ag counter – counter-screen for oxytocin receptor agonists: human V1a receptor agonists; actives 0.25% (n = 320,000); AID 2797; activation, % at 3 µM; CHO-V1R cells, Fluo-8 calcium fluorescence, agonist mode; 0% DMSO, 100% 3 nM vasopressin; P37288;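 active = activation above the mean activation of all tested compounds plus 3 SD, per screening run, cut at about 20% in these data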;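 also: signal is peak over basal fluorescence ratio across a 100 second FLIPR read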
An asterisk follows results filed as active; x = no result given. Outcome played no part in choosing rows. About 3.3% of those tested had a hit in this group.

SMILES	TAAR1 antagonist	M1 ag	OXTR potentiate	CHO-K1 Ca ag	CHO parental Ca	TAAR1 agonist	CHO-K1 Ca antag	M1 PAM parental	V1R ag counter
CCCC(=O)N1CCN(c2nc3ccccc3s2)CC1	0.6	2.8	-7.6	2.9	-17.6	1.2	-4.9	12.4	5.3
Cc1nc(-c2cn[nH]c2-c2ccc(O)cc2O)cs1	-19.3	-6.6	-8.8	0.1	-9.0	5.4	8.1	-8.4	1.3
COCCN(C(=O)c1cc(-c2ccco2)nc2ccccc12)c1c(N)n(Cc2ccccc2)c(=O)[nH]c1=O	9.6	4.8	-4.6	-0.8	-8.0	16.4	5.4	-10.5	-0.5
CN1CCN(c2ccc(S(=O)(=O)N3CCCCC3)cc2NC(=O)Cc2c(F)cccc2Cl)CC1	-1.3	-4.4	0.2	4.7	-20.4	8.9	-1.9	13.9	1.2
Cc1ccc(N(C(=O)CNC(=O)c2ccco2)C(C(=O)NC2CCCC2)c2ccncc2)cc1 (configuration not stated)	3.5	-4.4	-6.3	0.2	-5.3	1.3	-9.0	10.2	-0.1
COc1ccc(-c2nc3n(n2)C(=O)CC(c2ccco2)S3)cc1 (configuration not stated)	x	-5.7	-2.3	0.8	-24.1	x	-14.4	12.6	-0.1
Cc1cccc(CN2C(=O)c3ccccc3Sc3ccc(C(=O)NCCCN4CCOCC4)cc32)c1	7.4	-4.2	-8.8	3.7	-22.8	16.9	-5.9	0.8	1.9
O=C(C1=C[C@@H](c2coc3ccccc3c2=O)C[C@@H](OCc2ccc(CO)cc2)O1)N1CCOCC1	14.4	-3.1	-9.3	1.1	-13.1	8.6	-8.8	5.1	1.0
CC(=O)NC1CC2CCCC(C1)N2C(=O)Nc1ccc(Cl)cc1 (configuration not stated)	-2.0	-4.6	x	0.4	x	1.7	-6.1	20.3	x
CCC(CC)N1CCN(S(=O)(=O)c2ccc(OC)cc2)CC1	17.1	-5.2	-9.0	0.6	-1.6	4.0	-5.9	3.0	-1.1
CCCCN(CCCC)c1cc(C)nc(-c2ccccc2O)n1	-12.2	-3.2	-11.7	0.0	-32.4	7.3	-1.7	16.4	-0.1
CC(=O)c1sc(NC(=O)c2cccnc2Cl)nc1C	1.1	-4.5	-8.8	0.0	-11.1	0.8	0.8	7.3	0.3
COCCCN=C(c1ccco1)n1c(=S)nc(-c2ccco2)n(CCCOC)c1=S	-7.1	-0.1	-6.2	-0.3	-18.9	2.9	-1.2	17.5	1.1
Cc1ccc2[nH]c(=S)cc(C)c2c1	1.5	-2.6	-7.0	0.2	-11.9	5.3	-16.3	12.0	-0.3
COc1ccc(NC(=O)CSc2ccc(-c3sc(C)nc3C)nn2)cc1OC	13.1	1.2	-12.3	8.0	-19.8	7.6	-9.4	-7.9	4.2
FC(F)(F)c1nc2ccccc2nc1N/N=C/c1c(Cl)cccc1Cl	13.2	-4.8	5.4	0.5	-22.9	-2.8	-16.6	21.6	-0.2
Cc1ccc(C2(C)NC(=O)N(CC(=O)NCCN3C(=O)S/C(=C\c4cccnc4)C3=O)C2=O)cc1 (configuration not stated)	-2.6	-4.0	x	-0.1	x	0.4	-16.1	9.1	x
CCOc1ccc(S(=O)(=O)N2CCN(C(=O)CN3C(=O)NC4(CCCC4)C3=O)CC2)cc1	-6.4	-4.1	-3.0	0.8	-14.4	0.1	-14.2	18.9	-0.6
CC(Oc1ccccc1)C(=O)Nc1cccc([N+](=O)[O-])c1 (configuration not stated)	11.6	-4.2	-4.9	1.4	-9.5	0.7	-26.0	17.8	-0.1
Cc1ccc(-n2c(N)c(C(=O)NCc3ccco3)sc2=S)cc1	-3.8	-1.8	-16.4	-0.1	-20.1	3.1	0.3	-3.1	-0.8
O=C(O)c1cc2ccccc2cc1Nc1ccccc1	-34.1	-2.5	-10.0	-0.1	-0.9	3.0	-5.9	-9.0	1.6
Cc1ccc(C)c(OC(C)C(=O)Nc2nccs2)c1 (configuration not stated)	-7.7	-5.0	-1.4	-0.1	-11.1	5.7	-0.7	-3.1	1.4
CC(Sc1ccc(Cl)cc1)C(=O)N(C)CC(=O)Nc1ccc(N2CCOCC2)cc1 (configuration not stated)	4.0	-1.7	-3.8	1.9	-6.2	7.1	4.6	-10.3	2.7
O=C1CSC(=S)N1Cc1ccccc1	-28.1	-7.1	x	10.5	x	0.2	-14.9	23.8	x
CCOC(=O)c1[nH]c(C)c(C(=O)Nc2cc(Cl)ccc2C)c1C	-6.1	-7.2	-1.4	0.3	-18.8	0.7	-7.7	-1.7	-0.9

Gathered by group: the compounds so far with an aryl methoxy group.
SMILES	TAAR1 antagonist	M1 ag	OXTR potentiate	CHO-K1 Ca ag	CHO parental Ca	TAAR1 agonist	CHO-K1 Ca antag	M1 PAM parental	V1R ag counter
COc1ccc(-c2nc3n(n2)C(=O)CC(c2ccco2)S3)cc1 (configuration not stated)	x	-5.7	-2.3	0.8	-24.1	x	-14.4	12.6	-0.1
CCC(CC)N1CCN(S(=O)(=O)c2ccc(OC)cc2)CC1	17.1	-5.2	-9.0	0.6	-1.6	4.0	-5.9	3.0	-1.1
COc1ccc(NC(=O)CSc2ccc(-c3sc(C)nc3C)nn2)cc1OC	13.1	1.2	-12.3	8.0	-19.8	7.6	-9.4	-7.9	4.2

Later entries:
SMILES	TAAR1 antagonist	M1 ag	OXTR potentiate	CHO-K1 Ca ag	CHO parental Ca	TAAR1 agonist	CHO-K1 Ca antag	M1 PAM parental	V1R ag counter
Cc1cccc(C(=O)NCCc2nnc(SCC(=O)Nc3nc(C)cs3)n2C)c1	4.8	-5.2	-14.9	0.2	-6.5	11.2	-8.2	11.0	-0.8
COc1ccc(CCNC(=O)c2ccc(N3CCCCS3(=O)=O)cc2)cc1OC	-13.7	-0.4	-10.7	1.3	-2.1	3.2	-7.3	8.5	-0.1
COc1ccccc1C=CC(=O)C=Cc1ccccc1OC	23.9	-3.4	x	0.4	x	-0.1	-12.2	22.7	x
COc1ccc(NC(=O)C2(C)Cc3c(-c4ccc5c(c4)OCO5)ccnc3O2)cc1 (configuration not stated)	-22.5	-5.3	x	0.1	x	1.0	-17.1	14.9	x
O=C(c1ccc(S(=O)(=O)N2CCC(c3nc4ccccc4s3)CC2)cc1)N1CCCCC1	2.2	-3.0	x	1.2	x	0.2	-8.0	15.6	x
CCCCNC(=S)NCCN1CCCCC1	-1.1	-5.0	-7.7	-0.1	0.5	14.3	-17.4	14.0	1.6
Cc1nn(Cc2ccccc2)c(Cl)c1/C=C/C(=O)OC(C(=O)NC(N)=O)C(C)C (configuration not stated)	-7.1	-6.5	-2.7	0.9	-7.9	4.0	-6.8	11.1	-0.8
NS(=O)(=O)c1ccc(-n2nncc2C23CC4CC(CC(C4)C2)C3)cc1	-16.5	2.0	-8.9	2.3	0.5	6.6	-14.6	10.3	2.4
COc1ccc(OC)c(NC(=O)CSc2nnc(C3CCCCC3)n2-c2ccccc2)c1	32.5	-6.0	-9.2	0.2	-16.8	5.5	-10.1	17.0	-1.9
CC(C)(CNS(=O)(=O)c1ccc2ccccc2c1)N1CCOCC1	-10.6	-6.5	-5.0	-0.4	-7.8	1.8	-15.1	0.4	0.1
O=C(CCCN1C(=O)/C(=C\c2cccs2)SC1=S)NNC(=O)c1cccnc1	6.3	-10.4	-9.7	2.6	-16.1	6.4	-1.8	18.0	0.6
CCCCOc1ccccc1/C=N/NC(=O)CC#N	10.2	-4.1	-5.0	-0.1	-3.2	-1.1	-9.4	22.1	0.1
COCCCNC(=O)CCC(=O)NNc1nc2ccccc2c2nc(-c3ccccc3)nn12	2.0	-5.4	-7.1	2.4	-25.5	1.5	-12.9	15.8	1.3
Cc1c([N+](=O)[O-])cnc(Sc2ccccc2)c1[N+](=O)[O-]	-36.9	-4.7	1.9	-0.6	-12.7	-3.3	-19.2	5.8	-0.4
O=C(O)c1ccc(Oc2nc3ccccc3s2)cc1	-9.9	-4.8	x	0.4	x	-0.1	0.4	-16.5	x
O=C(CN1c2ccccc2S(=O)(=O)c2ccccc21)NCc1ccccc1	7.9	1.8	-7.8	0.4	0.9	0.7	4.5	4.0	4.0
O=C1Nc2cc(C(F)(F)F)ccc2N2CCCCC12 (configuration not stated)	-27.0	-9.5	-19.6	3.7	-14.4	5.0	-11.3	5.2	0.6
CCOC(=O)C1=CN(Cc2ccc(OC)cc2)C=C(C(=O)OCC)C1c1cccs1	-11.8	-10.8	-8.4	0.4	-5.0	5.8	-1.2	13.8	1.6
O=C(NCCO)c1ccc(Cl)c(Cl)c1	-3.9	-2.8	1.1	0.0	-0.9	5.7	-1.4	7.4	0.0
COc1cccc(CNc2nc3nc(C)c(Cl)c(C)n3n2)c1	-6.0	-4.6	0.3	0.2	-12.6	9.2	-3.0	17.7	-0.6
Oc1c(Cl)cc(Cl)c2c1NCCC2	-8.1	-3.8	x	0.1	x	0.9	-7.5	10.4	x
O=C(CN1C(=O)COc2ccc(S(=O)(=O)N3CCCC3)cc21)Nc1cccc(F)c1	-16.3	-2.6	-6.2	0.1	-5.2	2.1	-13.5	5.5	2.1
COc1ccc(S(=O)(=O)N2CCCC2CNC(=O)C(=O)NCc2ccc3c(c2)OCO3)cc1 (configuration not stated)	-16.3	-4.1	-14.4	1.8	1.6	2.2	-1.4	0.6	-0.3
CC(C)Oc1ccc(C(=O)NCC(=O)N2CCN(S(=O)(=O)/C=C/c3ccccc3)CC2)cc1	14.1	-3.4	-5.3	0.3	-24.2	0.2	-9.0	-10.9	1.5
Cc1ccc(C)c(NC(=S)N(CCc2ccncc2)C(C)C)c1	-15.4	-3.8	-9.0	0.2	-19.2	-0.6	-4.4	4.1	2.7
CCC/C(O)=N\S(=O)(=O)c1ccc(N=NN(C)C)cc1	8.8	-0.8	-4.8	0.2	1.0	10.3	-6.4	-1.3	-0.1
CCC(NC(=O)c1ccncc1)c1ccccc1 (configuration not stated)	-4.0	-0.2	-11.3	10.7	-3.4	5.7	1.3	23.6	-0.2
c1ccc(-c2onc3c2CCCC3)cc1	0.3	-7.9	-13.7	-0.1	-9.0	0.6	4.1	13.8	-1.3

Profiles, looked up by structure. Order of values: TAAR1 antagonist	M1 ag	OXTR potentiate	CHO-K1 Ca ag	CHO parental Ca	TAAR1 agonist	CHO-K1 Ca antag	M1 PAM parental	V1R ag counter
O=C(CN1c2ccccc2S(=O)(=O)c2ccccc21)NCc1ccccc1 across the screens: 7.9	1.8	-7.8	0.4	0.9	0.7	4.5	4.0	4.0
O=C(CN1C(=O)COc2ccc(S(=O)(=O)N3CCCC3)cc21)Nc1cccc(F)c1 across the screens: -16.3	-2.6	-6.2	0.1	-5.2	2.1	-13.5	5.5	2.1
